Bioassay records (PubChem)
CF NFkB inh: inhibitors of cystic fibrosis induced NF-kB | KKLEB NF-kB-GFP reporter, PAF-induced, GFP fluorescence overnight | inhibition, % at 5 µM | 360,000 tested, 0.86% active | AID 588850;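 active means at least 50% inhibition at 5 µM, scaled per plate between neutral and stimulator controls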;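 further: PAF is a Pseudomonas aeruginosa culture filtrate used as stimulus; plate controls were PAF-stimulated DMSO wells for no effect and unstimulated DMSO wells for full effect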
TRPM1 prom inh: reduces MITF-dependent TRPM1 promoter luciferase signal; SK-MEL-5 TRPM1 promoter luciferase, 24 h; inhibition, % at 12.5 µM; 330,000 tested, 0.83% active; AID 488899;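 active means mean inhibition across replicates of 60% or more, whatever share of single replicates reaches that level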; further: values of inactives mirror those of a sister screen read the other way
Peg3 prom inh: reduces Peg3 promoter-driven luciferase expression in HeLa; inhibition, % at 20 µM; HeLa PEG-Prom luciferase reporter, luminescence, overnight; 360,000 tested, 1.7% active;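 active means inhibition of at least 50% at 20 µM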
aDG glyco up: alpha-DG glycosylation activation; Pro5-aDG cells, alpha-DG glycosylation AlphaScreen (IIH6); 0% Pro5, 100% B10-LARGE cell signal; activation, % at 10 µM; 360,000 tested, 0.22% active;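 active means activation of at least 8% versus controls, or a plate z-score of at least 8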;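 further: Pro5 are CHO cells carrying HIG-tagged alpha-DG that lacks glycosylation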
hiPSC survival: enhancers of human iPSC single-cell survival; hiPSC single-cell survival, ATPlite luminescence; 100% = ROCK inhibitor wells, 0% = DMSO; survival enhancement, % at 20 µM; 360,000 tested, 0.044% active; AID 602274; in the data active means survival enhancement above about 18%;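 further: cells exposed to compounds for 16 hours before the ATP read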
HIF-2a block: HIF-2a inhibition. 786-0 RCC cells HIF-2a reporter, luciferase luminescence, overnight. inhibition, % at 18.8 µM. 360,000 tested, 0.72% active. AID 624352;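 active means inhibition of the luminescence signal of 40% or more relative to plate controls, in a single-dose primary screen at 18.75 µM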
KKLEB cytotox: counter-screen for CF NF-kB inhibitors: cytotoxicity. 360,000 tested, 0.36% active. KKLEB CF airway cells viability, ATPlite luminescence, overnight; hits give low values; cells stimulated with P. aeruginosa culture filtrate. activity change (cytotoxicity), % at 5 µM;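 active means corrected activity change at or below -50% at 5 µM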
Shn3 inh set2: inhibitors of Schnurri-3 3'UTR reporter in osteoblasts. 360,000 tested, 0.52% active. Clone20 osteoblast Shn3 3'UTR firefly luciferase, 24 h. inhibition, % at 12.5 µM. AID 588674;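 active means mean inhibition of at least 75% with every replicate also reaching 75%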;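 further: 0% = median of neutral control wells and 100% = pilot-screen positive control compound; some compounds past the cut are filed as inactive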
NR2E3 ag-1: activates human photoreceptor nuclear receptor NR2E3; Q9Y5X4; GST-NR2E3/biotin-RetCOR TR-FRET, 1536-well; inhibition of corepressor binding, % at 4.78 µM; 320,000 tested, 0.12% active; AID 2300;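 active means percent inhibition above the cutoff of mean plus 3 SD of all tested compounds, set per screening campaign, cut at about 20% in these data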;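 further: 0% = DMSO wells and 100% = biotin wells as full block of FRET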
Target sequence (Q9Y5X4 whole entry, looked up): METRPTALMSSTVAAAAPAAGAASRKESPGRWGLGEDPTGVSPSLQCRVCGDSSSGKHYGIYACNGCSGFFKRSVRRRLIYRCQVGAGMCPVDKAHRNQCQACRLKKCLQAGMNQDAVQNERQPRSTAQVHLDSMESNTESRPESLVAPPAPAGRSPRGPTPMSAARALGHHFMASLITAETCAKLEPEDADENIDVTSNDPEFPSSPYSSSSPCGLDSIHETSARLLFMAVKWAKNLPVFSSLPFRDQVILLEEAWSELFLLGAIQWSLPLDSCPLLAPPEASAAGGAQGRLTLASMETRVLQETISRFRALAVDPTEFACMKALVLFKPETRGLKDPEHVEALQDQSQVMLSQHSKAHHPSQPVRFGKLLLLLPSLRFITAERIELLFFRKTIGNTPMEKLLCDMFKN
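Material: NR2E3–RetCOR corepressor complex / Incubation: Compound–protein incubation for 5 h at 4 °C / Dosing: compound at 4.8 µM, single dose / Detection: time-resolved FRET / Benchmarks: high control biotin, low control 0.6% DMSO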
TWEAK Fn14 block: inhibitors of TWEAK-Fn14 interaction signaling; AID 1159606; inhibition, % at 10 µM; TWEAK-stimulated Fn14 reporter cells, luciferase luminescence, 8 h; 360,000 tested, 2% active; in the data active means inhibition above about 50%
NR2E3 ag-2: human photoreceptor-specific nuclear receptor agonism | CHO-S Gal4-NCOR/VP16-NR2E3 two-hybrid, luciferase | inhibition of corepressor binding, % at 3.98 µM | 360,000 tested, 0.35% active | AID 602229;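 active means inhibition above the mean of all tested compounds plus 3 SD, cut at about 70% in these data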;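 further: 0% = DMSO with NR2E3 transfected cells and 100% = cells lacking NR2E3 construct; higher means lower luciferase signal from less NR2E3 corepressor binding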
* = called active by the depositor; · = not tested or not shown; & = joins results of further samples.

No.	structure	CF NFkB inh	TRPM1 prom inh	Peg3 prom inh	aDG glyco up	hiPSC survival	HIF-2a block
1	O=C(c1ccco1)N1CCN(C(=O)c2ccc(COc3ccc(Cl)cc3Cl)o2)CC1	-3	0	-51	1.1	1.6	-79
2	Cc1ccn2c(Cc3ccccc3)c(-c3ccc(Br)cc3)nc2c1	1	·	-99	0.2	-1.4	-330
3	Cc1cc(C)cc(S(=O)(=O)Cc2noc(C(=O)NCc3ccccc3)c2C(=O)NCc2ccccc2)c1	-19	6	18	0.1	1.6	10
4	Nc1cccc(C(=O)Nc2ccc(N)cc2Cl)c1	15	-1	-36	-0.2	2.6	-16
5	CCCCN(CC)CCNS(=O)(=O)c1ccc2c(c1)oc(=O)n2C	-14	5	11	0.0	0.7	11
6	CCN(CC)P(=O)(Nc1ccccc1Br)c1ccc(N(C)C)cc1NC(=O)c1ccco1 (centres undefined)	8	26	43	0.1	-0.2	26
7	COc1ccc(C(=O)C2CCCN(C(=O)c3noc4c3CCCC4)C2)c(C)c1 (centres undefined)	2	24	16	0.9	-0.6	14
8	CCOC(=O)N1CCc2c(sc(NC(=O)CN3CCOCC3)c2C#N)C1	3	·	9	-0.1	-0.1	17
9	CCc1ccc(-c2cc(C(=O)Nc3c(C)n(C)n(-c4ccccc4)c3=O)c3ccccc3n2)s1	-7	-17	20	-0.4	1.1	-116
10	Cc1ccc(S(=O)(=O)Cn2cnnn2)cc1	1	4	0	-0.1	0.6	18
11	COc1ccc(-c2nc(CS(=O)(=O)CC(=O)NCc3ccccc3Br)c(C)o2)cc1	4	·	12	0.2	0.5	2
12	OCCN(CCO)CC(O)COc1ccc(Br)cc1 (centres undefined)	-17&-9	-4	7&4	-0.1&0.0	1.8&-0.3	-5&6
13	CCN(CC)C(=O)Oc1ccccc1NC(C)=O	8	1	12	0.1	1.9	4
14	COc1cccc(-n2c(C)c3c(OC)cccc(=O)c3c2C)c1	8	13	28	-0.5	0.5	2
15	CN(c1nc2ccccc2nc1Cl)S(=O)(=O)c1ccccc1	7	-32	-58	0.1	-0.4	-38

No.	KKLEB cytotox	Shn3 inh set2	NR2E3 ag-1	TWEAK Fn14 block	NR2E3 ag-2
1	-10	17	-2	-15	-121
2	-6	-30	·	17	-113
3	-9	4	·	9	-11
4	4	-21	0	-10	-11
5	5	-4	1	7	-5
6	-3	41	-1	6	-5
7	2	15	3	8	-29
8	3	·	1	-8	-6
9	4	-3	0	8	-30
10	4	-7	5	-6	1
11	2	-8	2	-19	-6
12	1&15	-16&-18	4&-4	0&4	22&-30
13	1	-41	2	7	-1
14	6	1	2	6	-2
15	-14	-29	-1	-10	-21

Next results:
No.	structure	CF NFkB inh	TRPM1 prom inh	Peg3 prom inh	aDG glyco up	hiPSC survival	HIF-2a block
16	O=C(CSc1nc(-c2cccs2)nc2ccccc12)NC1CCS(=O)(=O)C1 (centres undefined)	32	-1	1	-0.1	0.3	7
17	Cc1ncc(S(=O)(=O)C(C)(C)C)c(N)n1	25	16	15	-0.1	-0.6	17
18	CCCCc1nc2cc(C(=O)NCc3cc(C)n(C)n3)ccc2o1	-7	-40	-101	0.3	-0.6	-111
19	CC(=O)CCc1c(C)[nH]c2ccc(NC(C)=O)cc2c1=O	-6	-5	5	0.0	0.0	17
20	Clc1cnc(Nc2cccnc2)c(Cl)c1	-12	-1	-8	0.1	0.4	-10
21	O=C(CCNS(=O)(=O)c1ccc(Br)s1)NCc1ccccc1	-4	-3	15	0.3	-0.8	4
22	COc1ccc(N(CC(=O)NCCOc2ccccc2)S(=O)(=O)c2ccc(C)cc2)cc1	-3	-12	15	0.0	0.5	18
23	CC(=O)c1cnc(Nc2nc(C)c3ccc(C)cc3n2)nc1C	-7	0	-12	-0.1	3.1	-11
24	CCOc1ccc(CN2CCCC(CO)(Cc3ccccc3F)C2)cc1 (centres undefined)	0	3	2	-0.1	0.5	19
25	Cn1cc(CN2CCC(CO)CC2)c(-c2ccc(Oc3ccccc3)cc2)n1	-2	-6	1	0.7	6.0	4
26	CC(C)(C)c1ccccc1OCCOCCN1CCCCCC1	7	3	1	-0.1	-0.7	2
27	CC(=O)Nc1ccc(OC(=O)c2cc([N+](=O)[O-])ccc2Cl)cc1	-15	11	8	0.2	6.1	5
28	Cc1cc(=O)oc2cc(NC(=O)C3CC(=O)N(Cc4ccccc4)C3)ccc12 (centres undefined)	-5	-5	-6	-0.1	4.5	10
29	O=C(CSc1ncccn1)Nc1ccc(N2CCOCC2)cc1	-12	-2	-10	-0.2	-2.6	-26
30	CCC(=O)Nc1ccc(C(=O)COC(=O)Cc2ccsc2)cc1	13	8	0	-0.2	3.3	8

No.	KKLEB cytotox	Shn3 inh set2	NR2E3 ag-1	TWEAK Fn14 block	NR2E3 ag-2
16	-37	-9	3	-17	4
17	-13	-14	2	8	-10
18	7	-45	-5	-7	-34
19	4	-2	1	2	-6
20	18	-8	4	30	-6
21	3	-8	4	5	-10
22	-2	3	4	5	24
23	7	15	-4	7	-7
24	-1	5	-2	-7	5
25	-8	8	2	5	17
26	-14	39	0	-11	8
27	6	1	3	2	-18
28	3	10	-2	-13	-8
29	15	-8	-2	-2	-1
30	-1	-16	4	-2	-7

(list continues)
No.	structure	CF NFkB inh	TRPM1 prom inh	Peg3 prom inh	aDG glyco up	hiPSC survival	HIF-2a block
31	COc1ccc(C2NC3=C(CCC3)C3(C#N)C4(N=C(N)C23C#N)OCCO4)cc1 (centres undefined)	-19	17	67*	-0.3	5.9	38
32	Nc1cc(C(F)(F)F)cc([N+](=O)[O-])c1N	-15	-6	-4	0.8	-1.2	15
33	COc1cc(C(=O)NCC(=O)OCc2ccccc2Cl)cc(OC)c1OC	2	4	10	0.0	0.0	0
34	CCCCCCCCCCOC(=O)C[N+](C)(C)C/C=C(/C)Cl	14	4	12	-0.2	1.8	11
35	CN1OC[C@@H]2CN(Cc3cc(Cl)cc(Cl)c3)[C@H](c3cccc(Oc4ccccc4)c3)C[C@@H]21	-2	1	29	-0.1	1.2	18
36	N#CCN1CCCC(C(N)=O)C1 (centres undefined)	-8	0	15	-0.2	-0.3	9
37	COc1ccc(-c2nnc(SCC(=O)NC(=O)NCc3ccco3)o2)cc1	10	12	-17	0.3	-1.2	13
38	CCCCN(C=O)c1c(CC)nc2ccc(C(=O)N3CCN(C)CC3)cn12	-14	·	4	0.0	1.2	4
39	COC(=O)Cn1cnc2scc(-c3ccc(C)c(C)c3)c2c1=O	2	3	31	0.0	-0.2	19
40	Cc1ncoc1C(=O)N1CCCC(N2CCN(c3ccccc3F)CC2)C1 (centres undefined)	1	10	-18	0.1	0.3	-12
41	O=C(CNC(=O)c1ccccc1F)OCc1nc2ccccc2s1	11	-3	-53	0.0	-0.1	-135
42	Cc1csc(NC(=O)CCNC(=O)c2ccccc2Cl)n1	7	-6	-11	0.0	1.6	-2
43	Cn1c(=O)oc2cc(S(=O)(=O)N3CCC(C(=O)NCc4ccccc4Cl)CC3)ccc21	-2	12	26	-0.4	-0.1	4
44	CCNC(=O)Cc1c(OC)ccc2cc(Br)ccc12	0	0	-4	0.1	-0.1	17
45	S=C(NCCc1ccccc1)Nc1ccc(Cl)cc1	4	-24	-174	0.5	-2.4	-185

No.	KKLEB cytotox	Shn3 inh set2	NR2E3 ag-1	TWEAK Fn14 block	NR2E3 ag-2
31	9	22	-2	24	5
32	-16	-9	-1	15	-4
33	2	-1	0	11	-7
34	-13	63	3	-2	6
35	-2	10	·	0	-28
36	1	-1	1	9	13
37	-16	1	3	-4	-37
38	8	-11	·	3	-4
39	-1	11	-1	1	1
40	4	-16	3	-2	-6
41	-3	-57	2	19	-27
42	-6	4	0	5	-26
43	-7	-8	-1	7	-14
44	3	-14	4	-16	-15
45	2	10	-1	-14	-75

Single records, from the list above. Order of screens: CF NFkB inh | TRPM1 prom inh | Peg3 prom inh | aDG glyco up | hiPSC survival | HIF-2a block | KKLEB cytotox | Shn3 inh set2 | NR2E3 ag-1 | TWEAK Fn14 block | NR2E3 ag-2
Shown for Cc1ncoc1C(=O)N1CCCC(N2CCN(c3ccccc3F)CC2)C1 (centres undefined) : 1 | 10 | -18 | 0.1 | 0.3 | -12 | 4 | -16 | 3 | -2 | -6
Shown for COC(=O)Cn1cnc2scc(-c3ccc(C)c(C)c3)c2c1=O : 2 | 3 | 31 | 0.0 | -0.2 | 19 | -1 | 11 | -1 | 1 | 1
Shown for CCNC(=O)Cc1c(OC)ccc2cc(Br)ccc12 : 0 | 0 | -4 | 0.1 | -0.1 | 17 | 3 | -14 | 4 | -16 | -15

Some entries already given, reduced to KKLEB cytotox.
entry	compound	KKLEB cytotox
6	CCN(CC)P(=O)(Nc1ccccc1Br)c1ccc(N(C)C)cc1NC(=O)c1ccco1 (centres undefined)	-3
25	Cn1cc(CN2CCC(CO)CC2)c(-c2ccc(Oc3ccccc3)cc2)n1	-8
